T cell HTS = T cell immune modulators affecting CD8 T cell-vesicle binding | 2C CD8+ T cell-vesicle binding, flow cytometry; active compounds read low | calls only at 7 µM | hit rate 0.068% among 330,000 | AID 2052;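 active = response, share of CD8 T cells binding vesicles, and their 90th percentile fluorescence all below set limits, cut at about 80% in these data, passing the limit was not always enough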
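Assay system: 2C TCR transgenic mouse naive CD8+ T cells, MACS-purified | Read-out: CD8+ gate FL2 mean fluorescence as % of same-row positive control | Signal: High-throughput flow cytometry with anti-B7-1 and anti-CD8 staining | Timing: Binding step 1.5 h, 37 °C, antibody labelling 20 min, ice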
T cell HTS vesicle-bound % = recorded beside T cell HTS, whose call it bears; double positive events, %; measured here: CD8+ vesicle-bound cell fraction;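 binding gate set so that unloaded-vesicle control wells show 10% double positive cells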
The depositor's hits bear a star; i = inactive. A portion of the library. The share of hits here may be higher or lower than overall.

The opening two compounds, to show the layout:
SMILES	T cell HTS	T cell HTS vesicle-bound %
C#CCOCCOCCOCCNc1nc(N2CCN(C(=O)[C@H](CCCCN)n3cc(CN)nn3)CC2)nc(N2CCN(C(=O)[C@H](CCCCN)n3cc([C@@H](N)[C@H](C)CC)nn3)CC2)n1	i	36
CCOc1ncccc1C(=O)NNC(=O)CSc1ccc(Cl)cc1	i	40

This part in full (from the top)
SMILES	T cell HTS	T cell HTS vesicle-bound %
C#CCOCCOCCOCCNc1nc(N2CCN(C(=O)[C@H](CCCCN)n3cc(CN)nn3)CC2)nc(N2CCN(C(=O)[C@H](CCCCN)n3cc([C@@H](N)[C@H](C)CC)nn3)CC2)n1	i	36
CCOc1ncccc1C(=O)NNC(=O)CSc1ccc(Cl)cc1	i	40
Cc1ccccc1OCC(=O)OCC(=O)c1ccc[nH]1	i	24
O=C(CC1C[C@H](C(=O)N2CCCCC2)[C@@]2(CCc3ccccc3)c3[nH]c4ccccc4c3CCN2C1=O)NCc1ccco1 (stereo partly drawn)	i	11
CCCCc1ccc(NS(=O)(=O)c2cccc(C(=O)N3CCCN(C)CC3)c2)cc1	i	41
O=C(Nc1ccccc1N1CCOCC1)C1=NN(c2c(F)c(F)cc(F)c2F)C(=O)CC1	i	30
COc1ccc(CN(C(=O)CN2C(=O)NC3(CCC(C)CC3)C2=O)C(C)Cc2cccs2)cc1 (stereo not drawn)	i	37
COC(=O)[C@@]12CCCCN1[C@H](c1ccc(-c3ccc(Cl)c(Cl)c3)cc1)[C@H]1C(=O)N(C)C(=O)[C@H]12	i	20
Cc1cc(C(=O)OCC(=O)NCc2ccccc2)c2ccccc2n1	i	55
Cc1ccc(C)c(SCC(=O)NC(=O)NC2CCCC2)c1	i	20
CC1(C)NC(=O)N(CC(=O)NNC(=O)c2ccccc2F)C1=O	i	49
CCOC(=O)[C@H]1[C@H]2COc3ccc(Br)cc3[C@@H]2N2C(=O)CN(Cc3ccc(C)cc3)C(=O)[C@@]12C	i	39
COc1ccc(C2=Nn3c(nnc3-c3ccccc3Cl)SC2)cc1OC1CCOC1 (stereo not drawn)	i	24
CC(C)N(Cc1ccccc1)C(=O)COC(=O)C1CCCCC1	i	26
C=C(C)C(COc1c2occc2cc2ccc(=O)oc12)OC(C)(C)C(O)COc1c2occc2cc2ccc(=O)oc12 (stereo not drawn)	i	20
COc1cc(C(=O)NNC(=O)COc2ccc(C)cc2)ccc1OCC(=O)N1CCOCC1	i	36
Cn1c(=O)c2c(ncn2CC(=O)N2CCN(S(=O)(=O)c3ccc(F)cc3)CC2)n(C)c1=O	i	36
Cc1cc(=O)n2[nH]c(C(F)(F)F)c(-c3ccccc3)c2n1	i	37
COc1ccc(OCCCC(=O)Nc2cc(S(=O)(=O)N3CCCCC3)ccc2OC)cc1	i	19
NC(=O)c1nc(C(=O)N2CCCCC2)c2ccccc2n1	i	33
CN(C(=O)Cn1c(=O)oc2ccccc21)C1CCCCC1	i	26
Cc1nnc(SCC(=O)NNC(=O)c2ccccc2)n1Cc1ccccc1	i	42
CC(C)c1ccccc1NC(=O)CSc1n[nH]c(=O)n1C1CC1	i	23
CC1(C(=O)OCC(=O)Nc2ccc(S(=O)(=O)N3CCOCC3)cc2)CC1(Cl)Cl (stereo not drawn)	i	19
C[C@H](CO)N1C[C@H](C)[C@@H](CN(C)S(=O)(=O)c2ccccc2)Oc2c(NS(=O)(=O)c3ccccc3)cccc2C1=O	i	7
COc1cc2cc(CCCOC(=O)c3ccc(F)cc3)oc(=O)c2cc1OC	i	47
Cc1noc(C)c1COc1ccc(C(=O)NCc2cccs2)cc1	i	26
COc1ccc(C(=O)COC(=O)c2cccs2)cc1	i	27
COc1cc(C)c(NC(=O)c2cc(C3CC3)nc3c2cnn3C(C)C)cc1OC	i	45
Nc1c(C(=O)CSc2ccccn2)c(=O)[nH]c(=O)n1C1CC1	i	48
CN(C)S(=O)(=O)c1cc(C(=O)Nc2ccccc2C(=O)NC2CC2)ccc1Cl	i	28
COc1ccc(S(=O)(=O)N(C)C)cc1NC(=O)c1ccc2c(c1)NC(=O)C(C)S2 (stereo not drawn)	i	26
Cc1ccc(S(=O)(=O)NCCC(=O)N2CCN(C/C=C/c3ccccc3)CC2)cc1	i	40
CN(CC(=O)Nc1ccccc1C(F)(F)F)CC(=O)N1CCCCCC1	i	43
CCOC(=O)Cn1c(COc2ccccc2OC)[n+](C)c2ccccc21	i	40
CCOC(=O)N1CCN(C(=O)COC(=O)c2ccc(Cl)nc2)CC1	i	26
COc1ccc(-c2ccc3c(c2)S(=O)(=O)c2cccc(C(=O)N4CCN(C5CCCCC5)CC4)c2C3=O)cc1OC	i	8
Cc1ccc(NC(=O)C/C(N)=N/OC(=O)Nc2cccc(Cl)c2)cc1	i	43
CCN(CC(=O)Nc1ccccc1C(F)(F)F)C(=O)c1ccccc1Sc1ccccc1C#N	i	25
Cc1cc(C(=O)COC(=O)c2cnccn2)c(C)n1-c1ccc(Br)cc1	i	32
O=C(NCC(=O)N1CCN(c2ncccn2)CC1)c1ccccc1OC(F)F	i	39
O=C(Cn1cnc2ccccc21)Nc1ccc2c(c1)OCCCO2	i	18
CC(C)(C)[C@H]1COC(=O)[C@H](NC(=O)OCC2c3ccccc3-c3ccccc32)C/C=C\C[C@@H](CC(=O)N(CCO)Cc2ccccc2)C(=O)N1	i	8
CCOC(=O)c1cc(NC(=O)c2cccnc2)ccn1	i	9
COc1ccc([N+](=O)[O-])cc1NC(=O)C(C)OC(=O)CC1CCCC1 (stereo not drawn)	i	40
COc1ccc(-c2cn(Cc3ccc(C(=O)NCc4ccc(C)cc4)cc3)c(C(C)N)n2)cc1 (stereo not drawn)	i	29
O=C1CCC/C=C\C[C@@H](CC(=O)N(CCO)Cc2ccccc2)C(=O)N2CCC[C@H]2CO1	i	9
COc1ccc(NC(=O)c2cc(S(=O)(=O)N3CCOCC3)ccc2C)cc1S(=O)(=O)N1CCOCC1	i	32
OCc1ccc(-c2ccccc2)c(-c2ccccc2)c1	i	45
COc1cccc(C(=O)O[C@H]2[C@H](C)NS(=O)(=O)[C@H]3C[C@@H]4C=C[C@]23O4)c1	i	54

Some of the entries so far, with values ahead of the structure:
T cell HTS	T cell HTS vesicle-bound %	Structure
i	32	COc1ccc(NC(=O)c2cc(S(=O)(=O)N3CCOCC3)ccc2C)cc1S(=O)(=O)N1CCOCC1
i	9	O=C1CCC/C=C\C[C@@H](CC(=O)N(CCO)Cc2ccccc2)C(=O)N2CCC[C@H]2CO1
i	45	OCc1ccc(-c2ccccc2)c(-c2ccccc2)c1

Going on with the list.
SMILES	T cell HTS	T cell HTS vesicle-bound %
COc1ccc(S(=O)(=O)N2CCCCCC2)cc1NC(=O)Cc1ccc(OC)c(OC)c1	i	17
Cc1c(N)cccc1[N+](=O)[O-]	i	18
COc1cc(C#Cc2c(-c3cncn3C)n(C)c3ccc(-c4cnc(OC)nc4)cc23)cc(OC)c1	i	38
COc1ccc(-c2cc3ccc(F)cc3cn2)cc1	i	18
CCN(CC)c1ccc(S(=O)(=O)N2CCCCC2)cc1NC(=O)C1CSC2(C)CCC(=O)N12 (stereo not drawn)	i	39
O=C(N[C@@H]1C/C=C\C[C@H](CC(=O)N(CCO)Cc2ccccc2)C(=O)NC[C@@H](c2ccccc2)OC1=O)OCC1c2ccccc2-c2ccccc21	i	10
COc1cccc(-c2sc3ccc(OC)cc3c2-c2ccc(OC)cc2F)c1	i	44
Cc1ccc(C(=O)c2c3ccc([N+](=O)[O-])cc3[n+]([O-])n2CCCC(N)=O)cc1	i	43
CC(=O)Nc1ccc(NC(=O)COC(=O)COc2ccc3ccccc3c2)cc1	i	58
CCN(C[C@H]1N[C@@](CC)(C(=O)OC)[C@H]2C(=O)N(C)C(=O)[C@@H]12)C(=O)c1ccc(C(C)(C)C)cc1	i	12
COCCN(CC(=O)Nc1cccc(C)c1C)C(=O)Cc1sc(C)nc1-c1ccc(F)cc1	i	33
C=CC(C)(C)O[C@@H]1O[C@H](CO)[C@@H](O)[C@H](O)[C@H]1O	i	8
O=C(COC(=O)c1ccccc1F)Nc1ccc(S(=O)(=O)N2CCOCC2)cc1	i	42
O=C(CCOc1ccccc1)Nc1ccc(S(=O)(=O)Nc2ncccn2)cc1	i	30
COCc1c(C(=O)N2CCN(CCOc3ccccc3)CC2)oc2ccccc12	i	22
CCc1ccc(-n2c(SCC(=O)NC3CCS(=O)(=O)C3)nc3ccccc3c2=O)cc1 (stereo not drawn)	i	8
COC(=O)C1=C(C)N(Cc2ccccc2)C(=S)N[C@H]1c1ccc(Br)cc1	i	14
Cc1ccc(-c2csc(NC(=O)c3c(C)noc3C)n2)cc1	i	3
O=C1C=C(c2ccc3[nH]ccc3c2)C[C@@H](c2ccc(F)cc2)C1	i	39
N#CCCN(C(=O)CSc1nc2ccccc2c(=O)[nH]1)c1ccc(F)cc1	i	46
O=C(NCc1ccco1)c1cc(S(=O)(=O)N2CCCCC2)ccc1Cl	i	30
CC(=O)c1ccc(N2CCN(CC(=O)N(C3CC3)C3CCS(=O)(=O)C3)CC2)c(F)c1 (stereo not drawn)	i	27
CCc1cc2c(SCC(=O)NCC3CCCO3)ncnc2s1 (stereo not drawn)	i	21
CCN(c1ccc(NC(=O)COC(=O)c2ccc([N+](=O)[O-])o2)cc1)C(C)C	i	47
CC1CCCC(C)N1C(=O)COC(=O)c1ccc(S(=O)(=O)N(C)c2ccccc2)cc1 (stereo not drawn)	i	49
Cc1cccc(NC(=O)c2cccc(C(=O)Nc3cccc(C)c3)n2)c1	i	56
CN(C(=O)CSc1nnc(C2CC2)n1-c1ccccc1)C1CCS(=O)(=O)C1 (stereo not drawn)	i	36
COc1ccc([C@H]2CC(=O)C=C(c3ccc(C)cc3)C2)cc1OC	i	42
COc1ccccc1N(CC(=O)Nc1ccc(C)cc1Cl)S(=O)(=O)c1cccs1	i	28
O=C(OCCCc1cc2ccccc2c(=O)o1)c1ccco1	i	23

2 of these compounds in a different format.
> COc1ccccc1N(CC(=O)Nc1ccc(C)cc1Cl)S(=O)(=O)c1cccs1
  T cell HTS = i	T cell HTS vesicle-bound % = 28

> CC1CCCC(C)N1C(=O)COC(=O)c1ccc(S(=O)(=O)N(C)c2ccccc2)cc1 (stereo not drawn)
  T cell HTS = i	T cell HTS vesicle-bound % = 49

Following part:
SMILES	T cell HTS	T cell HTS vesicle-bound %
COc1cc(C(=O)N2CCN(c3ccccc3F)CC2)ccc1OCC(=O)N1CCOCC1	i	38
Nc1ccccc1O	i	26
CN(CC(=O)Nc1ccc(N2CCOCC2)cc1)C(=O)CSc1ccccc1F	i	43
CN1CCN(C(=O)CCCN2C(=O)/C(=C/c3ccc(Cl)cc3)SC2=S)CC1	i	21
C=CCn1c(SC(C)C(=O)NCC2CCCO2)nnc1-c1ccc(OC)cc1 (stereo not drawn)	i	18
O=C1OC(CC(=O)N(Cc2nnc(-c3ccccc3Cl)o2)C2CC2)c2ccccc21 (stereo not drawn)	i	38
CCOC(=O)C1=C(COC(=O)C(C)(C)Oc2ccc(Cl)cc2)NC(=O)NC1C (stereo not drawn)	i	28
Cc1ccc(/C=N/N2CCN(Cc3cccc4ccccc34)CC2)s1	i	36
O=C(COC(=O)c1cc(S(=O)(=O)N2CCOCC2)ccc1F)NCCc1ccc(F)cc1	i	49
CC[C@]12c3[nH]c4ccccc4c3CCN1C(=O)C(CC(=O)NCc1cccc(C(F)(F)F)c1)C[C@@H]2C(=O)N1CCN(C(=O)c2ccco2)CC1 (stereo partly drawn)	i	8
CC(OC(=O)c1cc(=O)c2ccccc2o1)C(=O)c1ccccc1 (stereo not drawn)	i	18
Cc1occc1C(=O)N1CCN(S(=O)(=O)c2ccc(F)cc2)CC1	i	30
CC(C)C[C@@H](CSc1ccccc1)N1CCN(C)CCC1=O	i	31
CCOc1ccc(NC(=O)CN(C)C(=O)COc2cccc3c2OC(C)(C)C3)cc1OCC	i	41
CC[C@@]1(C(=O)OC)N[C@H](CN(C)S(=O)(=O)c2ccc(F)cc2)[C@@H]2C(=O)N(C)C(=O)[C@@H]21	i	13
N#Cc1ccccc1NC(=O)COC(=O)CN1C(=O)C2CCCCC2C1=O (stereo not drawn)	i	47
COc1ccc(C(C)(C)C)cc1NC(=O)CCN1C(=O)NC(C)(C)C1=O	i	39
O=C(CNC(=O)c1ccccc1)NCCCSc1ccccc1	i	37
O=C(Oc1ccc(OC(=O)c2ccncc2)cc1)c1ccncc1	i	48
COc1ccc(OCC(=O)OCC(=O)NC2CCCC2)cc1	i	24
CC1(NC(=O)CCNC(=O)c2ccc(C(C)(C)C)cc2)CCS(=O)(=O)C1 (stereo not drawn)	i	39
COc1cc2cnc(-c3ccccc3)c(-c3ccc([N+](=O)[O-])cc3)c2cc1OC	i	24
CC(C)Cn1c(N)c(C(=O)CSc2n[nH]c(N)n2)c(=O)n(C)c1=O	i	49
CCCC1(c2ccccc2)NC(=O)N(CC(=O)Nc2ccc(N3CCOCC3)cc2)C1=O (stereo not drawn)	i	55
CCOC(=O)N1CCN(c2nc3c(C)cccn3c(=O)c2C=O)CC1	i	26
COc1cc2cnc(-c3ccccc3)c(-c3cc(OC)c(OC)c(OC)c3)c2cc1OC	i	31
Fc1cccc(F)c1-c1nc2c(s1)CCc1onc(-c3ccc(Br)cc3)c1-2	i	44

As a working copy, 6 of the compounds above.
SMILES	T cell HTS	T cell HTS vesicle-bound %
COc1cc2cnc(-c3ccccc3)c(-c3ccc([N+](=O)[O-])cc3)c2cc1OC	i	24
CC(C)Cn1c(N)c(C(=O)CSc2n[nH]c(N)n2)c(=O)n(C)c1=O	i	49
CCCC1(c2ccccc2)NC(=O)N(CC(=O)Nc2ccc(N3CCOCC3)cc2)C1=O (stereo not drawn)	i	55
CCOC(=O)N1CCN(c2nc3c(C)cccn3c(=O)c2C=O)CC1	i	26
COc1cc2cnc(-c3ccccc3)c(-c3cc(OC)c(OC)c(OC)c3)c2cc1OC	i	31
Fc1cccc(F)c1-c1nc2c(s1)CCc1onc(-c3ccc(Br)cc3)c1-2	i	44

High-throughput results (PubChem)
